# ROMK mod: modulates human ROMK potassium channel activity; Tet-inducible ROMK, thallium flux fluorescence; actives lie on both sides; hit rate 2% among 130,000; B-score at 10 µM;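 active = signal ratio slope over the read window, or its plate-corrected B-score, at least 3 SD from the plate mean, either direction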;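 note: B-score of the F/F0 ratio slope over 7 to 12 s after thallium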
# PPARg SRC3 recr: agonists of human PPARgamma SRC-3 coactivator recruitment | activation, % at 8 µM | biochemical PPARgamma/SRC-3 coactivator recruitment assay | hit rate 0.26% among 200,000 | AID 731; in the data active = activation above about 23%;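 note: 0% = DMSO and 100% = reference agonist; some compounds past the cut are filed as inactive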
# Target sequence (P37231 whole entry, looked up): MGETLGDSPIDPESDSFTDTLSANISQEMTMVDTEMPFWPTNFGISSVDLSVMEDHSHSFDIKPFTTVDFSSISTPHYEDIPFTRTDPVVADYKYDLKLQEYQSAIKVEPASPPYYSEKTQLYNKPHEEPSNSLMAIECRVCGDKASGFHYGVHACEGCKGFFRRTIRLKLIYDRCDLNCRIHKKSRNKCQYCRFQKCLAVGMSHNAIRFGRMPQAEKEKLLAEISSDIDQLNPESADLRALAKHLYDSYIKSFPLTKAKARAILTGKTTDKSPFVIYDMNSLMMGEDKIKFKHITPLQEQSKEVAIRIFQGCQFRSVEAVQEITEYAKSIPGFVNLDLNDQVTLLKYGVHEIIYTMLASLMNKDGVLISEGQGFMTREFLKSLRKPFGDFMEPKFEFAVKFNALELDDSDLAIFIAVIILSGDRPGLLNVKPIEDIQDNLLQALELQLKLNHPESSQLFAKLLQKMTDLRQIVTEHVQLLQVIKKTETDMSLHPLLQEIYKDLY
# S1P3 antagonist: S1P3 (human) receptor antagonism | Q99500 | CHO S1P3 NFAT-BLA reporter, FRET fluorescence, antagonist mode | inhibition, % at 4.98 µM | hit rate 0.27% among 170,000 | AID 485;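 active = inhibition above the plate cutoff, the mean inhibition of test wells on that plate plus 3 SD, cut at about 28% in these data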;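 note: cells challenged with S1P at its EC80 of 0.8 µM; blue over green emission ratio from cleaved BLA substrate after 4 h stimulation; 0% = S1P-stimulated wells and 100% = unstimulated DMSO-only wells; some compounds past the cut are filed as inactive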
# Target sequence (Q99500 whole entry, looked up): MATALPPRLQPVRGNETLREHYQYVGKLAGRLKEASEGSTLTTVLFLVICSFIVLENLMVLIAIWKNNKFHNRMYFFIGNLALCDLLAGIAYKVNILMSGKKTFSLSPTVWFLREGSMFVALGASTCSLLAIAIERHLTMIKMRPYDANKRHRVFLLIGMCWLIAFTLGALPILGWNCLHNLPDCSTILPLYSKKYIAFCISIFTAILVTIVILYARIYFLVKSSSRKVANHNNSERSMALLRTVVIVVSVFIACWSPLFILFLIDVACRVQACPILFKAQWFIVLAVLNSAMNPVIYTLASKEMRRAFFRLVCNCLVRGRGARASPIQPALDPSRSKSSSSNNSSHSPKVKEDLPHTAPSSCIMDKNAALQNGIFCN
# SRC2 TRFRET art: counter-screen for PPARgamma SRC-2 recruitment agonists: TR-FRET artefact; stronger effect = higher value; TR-FRET ratio at 8 µM; hit rate 0.4% among 200,000; in the data active = TR-FRET ratio above about 2000; note: inactives centre near 1500; reference of the scale not given here
# bIAP activator: increases bovine intestinal alkaline phosphatase activity. purified bovine IAP, CDP-star luminescence, 30 min; stronger effect = higher value; fold of DMSO-control signal, blank-subtracted. activation factor at 20 µM. hit rate 0.17% among 200,000;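 active = activation factor of 2 or more at 20 µM, a signal rise over negative controls twice the positive control's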
# Redox H2O2 prof: compounds producing H2O2 with reducing agent – biochemical, NIH compound library profiling, artefact control for MLSCN library redox annotation, primary screen; DTT-dependent redox cycling H2O2, phenol red/HRP absorbance; 100% = 100 µM peroxide control, 0% = buffer; activation, % at 10 µM; hit rate 0.03% among 200,000; AID 878;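 active = activation of at least 50% relative to the plate's high and low controls in the primary single-dose screen; inactive = activation below 50%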;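 note: compound incubated with DTT at 0.8 mM final as the reducing agent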
# PPARg SRC2 recr: PPARgamma-driven SRC-2 recruitment agonism. PPARgamma LBD-SRC-2 recruitment, biochemical. hit rate 0.34% among 200,000. activation, % at 8 µM. P37231; in the data active = activation above about 22%;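 note: 0% = vehicle and 100% = reference agonist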
# bIAP inhibitor: blocks bovine intestinal alkaline phosphatase activity; purified bovine IAP, CDP-star luminescence, 30 min; inhibition, % at 20 µM; 190,000 tested, under 10 active;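 active = over 50% inhibition of intestinal alkaline phosphatase at 20 µM in the single-dose screen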
#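 Incubation: 30 min reaction at room temperature / Material: purified bovine intestinal alkaline phosphatase (IAP) enzyme / Input: enzyme at 1/65,000,000 dilution / Dosing: 20 µM single dose / Signal: CDP-star luminescence signal / Reagent: CDP-star chemiluminescent phosphatase substrate, 30 µM final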
# L major viab: inhibitors of Leishmania major promastigote growth; Leishmania major promastigotes, resazurin fluorescence viability; inhibition, % at 10 µM; hit rate 9% among 200,000; AID 1063; in the data active = inhibition above about 50%;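 note: promastigotes grown with compound for 44 hours at 28 °C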
# TLR4-MyD88 BLA: inhibitors of human TLR4-MyD88 binding; O00206+Q99836; HeLa CL3-4 TLR4/MyD88 BLA complementation, FRET ratio; hit rate 0.18% among 200,000; AID 861; inhibition, % at 8.4 µM; in the data active = inhibition above about 25%;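 note: 0% = vehicle and 100% = reference inhibitor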
# PPARg SRC-1 ag: PPARgamma-driven SRC-1 recruitment agonism | PPARgamma-SRC-1 coactivator recruitment biochemical assay | P37231 | activation, % at 8 µM | hit rate 0.41% among 200,000; in the data active = activation above about 19%;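 note: 0% = DMSO and 100% = reference agonist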
# Active calls of the source: *; . = not tested or not shown; & = joins results of further samples.
SMILES,ROMK mod,PPARg SRC3 recr,S1P3 antagonist,SRC2 TRFRET art,bIAP activator,Redox H2O2 prof,PPARg SRC2 recr,bIAP inhibitor,L major viab,TLR4-MyD88 BLA,PPARg SRC-1 ag
O=C(c1cccc(F)c1)N1C2C=CC(C2)C1(C(F)(F)F)C(F)(F)F (stereo not drawn),.,10.8,-12.6,1681,1,1.8,-0.3,4.9,-6.9,-6.6,5.8
O=C(NNc1nc2cc3c(cc2s1)OCCO3)c1ccccc1,0.64,2.3,-9.1,1544,1.4,-0.2,7.0,-41.4,-5.0,-11.5,-4.3
O=C(NCc1ccccn1)C(=O)NN=C1CCCCCCC1,-0.343,-2.4,4.2,1450,1.7,-0.3,-1.0,-68.6,-5.0,-2.5,-0.6
CN1C(=O)[C@@H]2[C@@H]3C[C@@H]([C@H]4ON=C(c5ccc(Cl)cc5Cl)[C@@H]34)[C@@H]2C1=O,.,-0.5,-7.0,1695,0.3,0.6,-0.5,.,-9.4,6.2,-2.4
CCC(=O)Nc1nc2ccccc2n1Cc1ccc(C)cc1,.,1.6,-23.3,1441,0.8,-1.3,10.1,15.1,98.7*,-26.3,3.6
CC1=C(C)CC2C(=O)N(Cc3ccccc3)C(=O)C2C1 (stereo not drawn),-0.142,6.8,.,1712,0.9,0.0,8.2,9.7,-4.6,3.6,7.5
COc1cc2[nH]c(=O)n(CCC(=O)NCCCN3CCN(c4ccccc4F)CC3)c(=O)c2cc1OC,-0.165,-0.4,2.2,1587,0.9,0.0,6.0,5.6,-1.3,-8.6,2.4
Cc1ccc(C(=O)N/N=C/c2ccc(-c3ccccc3[N+](=O)[O-])o2)cn1,.,2.0,1.2,1627,0.9,0.4,-8.4,12.5,72.2*,1.6,-4.5
CC1CCCCN1CCNC(=O)C1CCN(S(=O)(=O)c2cccc3cccnc23)CC1 (stereo not drawn),.,11.1,-40.8,1448,1,0.0,5.2,1.0,-6.5,-5.4,-4.2
COC(=O)Nc1ccc2c(c1)N(C(=O)CCN1CCN3CCCC3C1)c1ccccc1CC2 (stereo not drawn),-0.789,0.2&7.5,-0.1,1673&1811,1.1&1.1,-2.5&-0.7,4.7&-0.3,-6.2&-13.8,-5.8&6.6,20.9&-3.5,3.8&4.8
CCOc1ccc(C(=O)Nc2nncs2)cc1OCC,1.63,-2.2,11.7,1239,0.8,-0.4,-2.1,15.9,0.9,-5.9,5.0
Cn1c(CNc2ccc(F)cc2)nnc1SCC(=O)NNC(=O)Cc1ccccc1,0.093,-1.9,-8.6,1497,1.2,0.9,-0.4,-17.8,8.0,-13.9,0.6
CCc1cc2c(=O)c(-c3nc4ccccc4n3C)c(C)oc2c(CN(CC)CC)c1O,.,7.0,.,1655,1,-1.6,4.9,-4.7,-3.4,0.0,7.0
COc1ccc(-c2nnc3sc(-c4ccco4)nn23)cc1OC,.,4.4,13.0,1632,0.9,1.1,8.4,6.5,35.8,6.8,0.8
O=C(c1csc2ccccc12)N1CCN(c2ccc(Cl)c(Cl)c2)CC1,.,10.8,.,1566,0.8,2.8,3.7,24.2,9.1,10.1,-0.6
CCN(CC)CCCN(C(C)=O)c1nc(-c2cc(OC)ccc2OC)cs1,.,1.1,23.6,1662,1,1.7,-0.5,4.0,100.5*,1.4,9.8
COc1ccc(CCNC(=O)COC(=O)COc2ccc(C#N)cc2)cc1,1.07,-3.1,3.5,1474,1.1,0.5,-0.7,-6.0,-1.8,5.6,0.7
COc1cc(CNCCCO)ccc1OCC(=O)NC(C)(C)C,0.0999,7.6,-19.2,1673,1.1,-1.5,9.0,-10.5,-10.6,3.0,12.8
CCNC(=O)C1CCN(S(=O)(=O)c2ccc(F)cc2)CC1,1.17,-1.7,8.9,1571,1,2.1,7.9,4.4,-5.0,-4.0,10.3
CCc1ccc(-c2cn(C3CCCCC3)c(=S)[nH]2)cc1,0.83,7.1,-1.5,1639,0.7,-0.4,2.8,26.3,0.7,-16.7,8.6
CSCCC(NS(=O)(=O)c1ccc(Cl)cc1)C(=O)OCC(=O)N1CCOCC1 (stereo not drawn),6.32*,0.9,-49.8,1588,.,2.1,4.3,.,-7.3,2.6,-4.4
O=C(c1ccccc1S(=O)(=O)NCc1ccccc1)N1CCCCC1,.,.,-17.0,.,1,-1.9,.,-0.4,-2.9,.,.
COc1ccc(C(=O)Nc2ccc3[nH]c(-c4cccc(OC)c4)cc(=O)c3c2)cc1,1.04,3.2,3.7,1561,0.9,0.5,4.4,13.6,-1.9,-9.2,5.0
O=C(CCCCCN1C(=O)c2ccccc2C1=O)Nc1ccc(S(=O)(=O)N2CCCCC2)cc1,-0.0496,3.7,-10.1,1422,1,0.1,-0.8,-4.7,34.9,-17.1,3.0

# Pulled by compound from the list above:
SMILES,ROMK mod,PPARg SRC3 recr,S1P3 antagonist,SRC2 TRFRET art,bIAP activator,Redox H2O2 prof,PPARg SRC2 recr,bIAP inhibitor,L major viab,TLR4-MyD88 BLA,PPARg SRC-1 ag
COc1ccc(-c2nnc3sc(-c4ccco4)nn23)cc1OC,.,4.4,13.0,1632,0.9,1.1,8.4,6.5,35.8,6.8,0.8
CSCCC(NS(=O)(=O)c1ccc(Cl)cc1)C(=O)OCC(=O)N1CCOCC1 (stereo not drawn),6.32*,0.9,-49.8,1588,.,2.1,4.3,.,-7.3,2.6,-4.4
COc1cc(CNCCCO)ccc1OCC(=O)NC(C)(C)C,0.0999,7.6,-19.2,1673,1.1,-1.5,9.0,-10.5,-10.6,3.0,12.8

# One compound at a time, from the list above. Values in the order: ROMK mod	PPARg SRC3 recr	S1P3 antagonist	SRC2 TRFRET art	bIAP activator	Redox H2O2 prof	PPARg SRC2 recr	bIAP inhibitor	L major viab	TLR4-MyD88 BLA	PPARg SRC-1 ag
# Profile of O=C(c1csc2ccccc12)N1CCN(c2ccc(Cl)c(Cl)c2)CC1 : .	10.8	.	1566	0.8	2.8	3.7	24.2	9.1	10.1	-0.6
# Profile of O=C(CCCCCN1C(=O)c2ccccc2C1=O)Nc1ccc(S(=O)(=O)N2CCCCC2)cc1 : -0.0496	3.7	-10.1	1422	1	0.1	-0.8	-4.7	34.9	-17.1	3.0
# Profile of CCc1cc2c(=O)c(-c3nc4ccccc4n3C)c(C)oc2c(CN(CC)CC)c1O : .	7.0	.	1655	1	-1.6	4.9	-4.7	-3.4	0.0	7.0

# The list goes on.
SMILES,ROMK mod,PPARg SRC3 recr,S1P3 antagonist,SRC2 TRFRET art,bIAP activator,Redox H2O2 prof,PPARg SRC2 recr,bIAP inhibitor,L major viab,TLR4-MyD88 BLA,PPARg SRC-1 ag
Cc1cc(C(=O)N/N=C/c2cc(Br)ccc2OC(=O)c2ccccc2)n[nH]1,.,1.1,.,1355,0.9,-0.3,-0.1,8.8,-7.3,2.8,4.7
O=C(CSc1ccc(-c2ccco2)nn1)N1CCCCCC1,0.115,3.6,-17.7,1450,1,-3.1,7.5,4.3,-8.2,5.8,1.7
O=C(O[C@@H]1OC2COC(=O)c3cc(O)c(O)c(O)c3-c3c(cc(O)c(O)c3O)C(=O)O[C@@H]([C@H]1O)[C@@H]2O)c1cc(O)c(O)c(O)c1,-0.0276,10.3,-5.2,1547,1.2,-0.8,24.5*,-16.0,-6.5,1.1,20.1
CCCCN(C)C(=O)c1ccc(CS(=O)(=O)c2ccccc2C)o1,.,11.7,-18.2,1558,1,-0.6,1.9,-0.2,-3.9,-2.5,-0.1
CSc1nc2ccccc2cc1/C=C(\C#N)c1cccc(Cl)c1,.,1.8,.,1601,0.8,17.3,3.1,19.0,-1.1,3.4,-1.3
CCOC(=O)c1c(-c2ccccc2)oc2ccc(O)c(CN3CCN(C)CC3)c12,-2.45,5.5,-4.4,1741,0.4,-0.8,5.2,.,88.7*,5.5,6.0
O=C(Cc1cccs1)Nc1nnc(SCC(=O)N2CCCCC2)s1,-0.574,-6.0,5.5,1501,1.1,-1.6,-1.7,-5.5,-5.1,-0.2,-0.5
O=C(NCCOCc1ccccc1)C(c1ccccc1)c1ccccc1,-1.27,1.8,-1.1,1633,1.1,5.6,12.6,-10.4,20.9,0.4,2.5
CCc1nc2ccccc2c(C(=O)OCC(=O)Nc2cccc(S(=O)(=O)N3CCOCC3)c2)c1C,.,13.2,.,1539,1.1,0.2,-1.2,-9.3,16.3,-7.2,7.0
O=C(Cc1ncc(C(F)(F)F)cc1Cl)N1CCN(c2ccc(F)cc2)CC1,.,10.5,.,1673,1.1,-4.6,-4.0,-5.1,-3.6,-3.4,0.1
CCOC(=O)N1CCN(CCC(=O)Nc2ccc(OC(F)(F)F)cc2)CC1,.,-0.4,-26.9,1419,0.8,1.6,-5.2,22.5,91.6*,3.5,3.5
Cc1cc(N2CCCC2=O)ccc1S(=O)(=O)N1CCOCC1,-0.139,1.6,-12.6,1661,1,0.2,17.1,4.7,-1.8,5.5,5.8
Cc1ccc(NC(=O)C(=O)c2cn(CC(=O)N3CCCCC3)c3ccccc23)cc1,1.8,7.4,-19.7,1625,0.9,-0.2,2.0,14.9,3.1,-8.7,-1.1
Fc1ccc(-c2nc3nc4ccccc4nc3n2Cc2ccco2)cc1,.,5.7,-21.3,1493,1,0.4,4.5,0.0,19.2,7.0,6.6
CC(=O)c1cc2c(cc1NC(=O)CSc1nnc(C)s1)OCO2,.,-14.1,-38.8,1598,0.9,1.1,5.4,13.6,-6.0,-6.3,1.5
Cn1c(=O)cc(OCCCC(=O)N2CCCCC2)c2ccccc21,.,10.6,-11.6,1780,1,1.3,17.7,-0.6,2.9,-1.2,2.3
CC1CCC2=NN(C(=O)c3ccco3)C(O)(C(F)(F)F)C2C1 (stereo not drawn),0.691,2.2,-5.4,1303,1,0.0,-8.2,-3.9,1.0,2.4,-0.5
O=C(c1ccc(S(=O)(=O)c2cccc(Cl)c2)c([N+](=O)[O-])c1)N1CCN(Cc2ccccc2)CC1,-1.16,3.7,-2.8,1639,1.1,-0.5,-1.5,-6.5,38.8,-3.1,5.8
C/C=C(\C)CN1CCCC(CO)(Cc2ccccc2)C1 (stereo not drawn),0.00311,6.3,-13.0,1716,1,3.5,5.8,-3.3,3.2,-1.7,7.2
COc1ccc(C2CC(c3ccccc3)=NN2C(=O)c2cccs2)cc1 (stereo not drawn),.,-12.4,.,1394,0.9,1.3,-14.6,7.1,-1.5,-5.0,-5.2
c1ccc2c(CCNc3ncnc4nc[nH]c34)cccc2c1,-1.59,0.5,.,1700,1,0.6,9.5,3.5,44.0,-0.3,0.3
Cc1ccccc1Nc1nnc(C)c(=O)n1N,.,1.1,.,1510,1,-4.2,5.7,3.3,0.4,-6.2,0.2
Cc1ccc2nsnc2c1NC(=O)Cc1ccc(Cl)cc1,.,2.1,-0.5,1511,1,-0.1,0.5,-3.1,3.8,4.3,4.7
O=C(NC1CCCCCC1)C1CCCN(S(=O)(=O)c2cccs2)C1 (stereo not drawn),.,-3.6,13.4,1491,0.9,2.0,3.9,6.3,3.8,0.4,5.0
